procasp3 activ: activates human procaspase-3; recombinant procaspase-3 D3A, Ac-DEVD-pNA absorbance 405 nm; activation, % at 8.5 µM; 0.11% of 330,000 active; AID 463141;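 active = activation above the mean of all tested compounds plus 3 SD, cut at about 21% in these data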;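 note: 0% = DMSO alone and 100% = DMSO wells spiked with extra 5 µM PC-3 D3A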
Target sequence (P42574 whole entry D9A/D28A/D175A): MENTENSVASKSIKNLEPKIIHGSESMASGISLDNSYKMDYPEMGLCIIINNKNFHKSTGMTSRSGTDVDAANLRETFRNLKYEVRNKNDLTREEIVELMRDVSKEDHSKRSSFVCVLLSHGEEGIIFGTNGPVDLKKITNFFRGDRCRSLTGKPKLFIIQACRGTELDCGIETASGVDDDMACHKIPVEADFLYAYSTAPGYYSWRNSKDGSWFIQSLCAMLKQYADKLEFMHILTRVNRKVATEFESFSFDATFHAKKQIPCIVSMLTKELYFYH
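Assay system: Autoprocessing-dead procaspase-3 D3A mutant enzyme; also added: Ac-DEVD-pNA; doses: one concentration, 8.5 µM nominal, 0.8% DMSO; times: 1 h compound preincubation, 2 h substrate hydrolysis at 25 °C; technique: 405 nm absorbance of p-nitroaniline, reads at 0 and 120 min; measure: % activation between DMSO and enzyme-spiked controls; repeats: single replicate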
Efflux pump mplx: antifungal efflux pump inhibition, Nile Red retention; S. cerevisiae Candida pump triplex; inhibition, % at 10 µM; 0.44% of 330,000 active; AID 485275;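 active = plate passing quality check with inhibition over a set limit, or well fluorescence over plate mean plus 4 SD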;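 note: Nile Red retained in pooled yeast measured as flow cytometry median fluorescence; 0% = buffer negative control and 100% = Enniatin B positive control; higher means more Nile Red kept so more efflux inhibition; some compounds called inactive have numbers as strong as hits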
procasp7 counter: activates human procaspase-7, counter-screen for procaspase-3 activators | 0.093% of 330,000 active | activation, % at 8.5 µM | recombinant procaspase-7, Ac-DEVD-pNA absorbance 405 nm; D23A/D198A/D206A triple mutant, cannot self-cleave; scale: DMSO 0, 5 µM enzyme 100;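 active = percent activation above the screen-wide mean plus 3 SD, cut at about 25% in these data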
Target sequence (P55210 whole entry D23A/D198A/D206A): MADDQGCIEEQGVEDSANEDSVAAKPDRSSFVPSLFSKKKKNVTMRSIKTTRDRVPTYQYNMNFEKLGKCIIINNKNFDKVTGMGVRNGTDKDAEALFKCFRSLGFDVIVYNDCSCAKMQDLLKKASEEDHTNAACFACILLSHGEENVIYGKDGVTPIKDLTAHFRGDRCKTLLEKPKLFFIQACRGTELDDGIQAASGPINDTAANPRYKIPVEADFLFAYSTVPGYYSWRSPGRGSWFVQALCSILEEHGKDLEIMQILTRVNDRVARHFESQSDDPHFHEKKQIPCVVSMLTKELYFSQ
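Test system: Procaspase-7 triple mutant (PC-7 D3A). Also added: Ac-DEVD-pNA substrate, 400 µM as added. Schedule: 1 h enzyme–compound preincubation and 2 h substrate reaction, both 25 °C. Signal: p-Nitroaniline absorbance at 405 nm, read at 0 and 120 min. Control set: low DMSO alone, high DMSO plus 5 µM PC-7.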
Fh CTSL1 inh: cathepsin L1 inhibition, PFM18AAP counter-screen; 0.49% of 300,000 active; AID 1906; recombinant F. hepatica cathepsin L1, Z-Leu-Arg-MCA fluorescence; inhibition, % at 5.96 µM;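 active = inhibition above the mean of all tested compounds plus 3 SD, set per screening campaign, cut at about 17% in these data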;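 note: 0% = plate median of test compound wells and 100% = 1 µM Z-Phe-Ala-diazomethylketone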
PP1 counter: blocks human PP1-alpha phosphatase, a PP5 counter-screen; P62136; 0.9% of 320,000 active; purified PP1alpha, OMFP fluorescence; inhibition, % at 6.7 µM; AID 2235;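 active = inhibition above the mean inhibition of all tested compounds plus 3 SD, computed separately for each screening campaign, cut at about 15% in these data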
HCV core dimer: blocks dimerization of HCV core protein; TR-FRET GST/Flag-core106 dimerization, 1536-well; inhibition, % at 5 µM; 0.33% of 300,000 active; AID 1899;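 active = inhibition above the mean of all tested compounds plus 3 SD, set per screening campaign, cut at about 45% in these data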
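Material: GST/Flag-tagged HCV core106 proteins. Incubation: 4 h, 22.5 °C incubation. Read-out basis: inhibition (%) from 671 over 617 nm ratio. Measured by: TR-FRET, excitation 340 nm, emission 617 and 671 nm.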
TPT1 inhibitor: inhibitors of Candida albicans tRNA 2'-phosphotransferase TPT1; inhibition, % at 5 µM; recombinant caTPT1, FP RNA substrate dephosphorylation; 0.81% of 300,000 active;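 active = inhibition above the mean of all tested compounds plus 3 SD, set per screening campaign, cut at about 24% in these data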;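 note: plate controls were DMSO alone for no effect and ferristatin control at 100 nM for full effect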
GASC-1 inh: human JMJD2C demethylase inhibition. GST-JMJD2C(1-420) H3K9me3 demethylation, DELFIA europium. Q9H3R0. inhibition, % at 2.35 µM. 0.069% of 330,000 active;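 active = more than half of a compound's replicate wells show inhibition beyond 50%, single wells judged on their own value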;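 note: signal counts dimethyl H3K9 product captured on neutravidin plate; 0% = median of DMSO wells and 100% = 0.3 times that DMSO median; strong numbers were not always called active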
PP5 primary: PP5 (human) phosphatase inhibition; P53041; purified PP5c, OMFP substrate fluorescence; inhibition, % at 6.7 µM; 0.18% of 320,000 active;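 active = inhibition above the campaign's mean inhibition across all tested compounds plus 3 SD, cut at about 9.5% in these data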;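 note: 0% = DMSO only and 100% = 100 µM cantharidin control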
Target sequence (P53041 whole entry, looked up): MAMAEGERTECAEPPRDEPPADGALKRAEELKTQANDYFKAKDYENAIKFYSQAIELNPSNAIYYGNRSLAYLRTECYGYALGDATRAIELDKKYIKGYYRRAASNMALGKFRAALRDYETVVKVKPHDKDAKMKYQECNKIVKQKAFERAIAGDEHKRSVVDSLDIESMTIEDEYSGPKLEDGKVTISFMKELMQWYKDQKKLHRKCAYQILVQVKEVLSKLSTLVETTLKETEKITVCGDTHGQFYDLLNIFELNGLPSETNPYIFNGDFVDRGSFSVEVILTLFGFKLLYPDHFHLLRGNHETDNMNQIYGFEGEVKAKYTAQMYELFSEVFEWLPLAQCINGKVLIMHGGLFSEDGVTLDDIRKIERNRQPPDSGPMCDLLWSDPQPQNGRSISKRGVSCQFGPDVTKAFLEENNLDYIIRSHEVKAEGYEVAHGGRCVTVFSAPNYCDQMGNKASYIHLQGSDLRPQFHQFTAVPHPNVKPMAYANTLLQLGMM
Starred values were filed as active, the others as inactive; x = no result given.

SMILES	procasp3 activ	Efflux pump mplx	procasp7 counter	Fh CTSL1 inh	PP1 counter	HCV core dimer	TPT1 inhibitor	GASC-1 inh	PP5 primary
CC(NC(=O)C1CCCC1)c1ccc2c(c1)OCCO2 (stereo unspecified)	-7	0.0	9	-5	-1	-6	-6	3	1.0
COC(=O)/C=C/C1=CN(Cc2ccccc2)CCC1=O	8	-0.2	6	x	x	x	x	0	x
Cc1ccc(C)n1-n1cnc2sc3c(c2c1=O)CCCCC3	0	0.1	3	3	-1	7	-3	6	1.9
CC(C)Cc1ccc(CN2CCCC(NC(=O)Cn3cnnn3)C2)cc1 (stereo unspecified)	-3	-0.2	15	0	2	2	-3	11	-0.5
C[C@H](CCC(=O)O)[C@H]1CC[C@H]2[C@@H]3C(=O)C[C@@H]4CC(=O)CC[C@]4(C)[C@H]3CC(=O)[C@]12C	9	-0.1	7	-2	4	5	5	1	-0.7
Cc1cc(=O)[nH]c(CN2CCOCC2)n1	10	-0.1	-6	2	-1	5	-1	39	-1.9
CNC[C@H]1Oc2ccc(NC(=O)C3CCCCC3)cc2CC(=O)N([C@H](C)CO)C[C@@H]1C	10	0.1	16	x	x	x	x	29	x
O=C(Nc1cccnc1)Nc1ccc(Cl)cc1Cl	3	-0.2	10	-5	4	-12	2	2	5.5
CCOc1ccc(-n2c(=O)c3sccc3n(CC(=O)NC3CCCCC3)c2=O)cc1	5	0.1	-5	-1	1	-9	5	4	0.6
CC(C)(C)n1nc2c(c1NC(=O)c1ccc(Cl)c([N+](=O)[O-])c1)CS(=O)(=O)C2	6	0.1	9	0	0	-6	1	4	1.6
Cc1ccc(C)c(/C(O)=C2\C(=O)C(=O)N(CCCn3ccnc3)C2c2cccnc2)c1 (stereo unspecified)	-4	0.0	0	-1	-4	-3	-6	-2	0.2
COc1nc(-c2ccc(Cl)cc2)ccc1-c1noc(-c2cccs2)n1	-8	-0.1	-7	-1	-1	-10	3	0	0.6
CN(C)C(CNC(=O)c1ccc([N+](=O)[O-])cc1Cl)c1ccco1 (stereo unspecified)	11	0.0	-1	19*	1	4	0	-22	1.2
Cc1oc(-c2ccccc2F)nc1CS(=O)CC(=O)NCc1ccccn1 (stereo unspecified)	2	0.1	-13	-3	-5	-3	1	12	2.0
Cc1nn(-c2ccc(F)cc2)c2nc(N)c(C#N)c(-c3cccs3)c12	0	0.1	0	0	6	13	4	0	6.0
O=C(CSc1nc(=O)n(CCCN2CCOCC2)c2c1CCC2)Nc1ccc(F)cc1F	-8	0.0	6	4	-3	1	2	-88	1.4
CC(=O)c1c(C)[nH]c(C(=O)OCC(=O)N(C)c2c(N)n(Cc3ccccc3)c(=O)[nH]c2=O)c1C	1	0.0	0	2	-3	-1	3	-6	-0.5
CC(C)n1nnnc1SCC(=O)Nc1ccccc1F	0	-0.1	4	-2	-1	1	1	9	-0.1
CCN(CC(=O)NC1CCS(=O)(=O)C1)S(=O)(=O)c1ccccc1 (stereo unspecified)	-3	0.1	2	0	-4	5	1	2	-0.3
COc1cccc(-c2nn(-c3ccccc3)cc2CO)c1	1	-0.1	2	2	-3	-3	-3	-4	2.1
CCOc1ccc(C(=O)NCCO)cc1	11	-0.1	4	-1	-4	8	-2	1	-2.1
O=NN(CCCl)C(=O)NCCCl	-4	0.2	-5	4	1	-3	-4	x	-2.0
CC1=C(C(=O)OCc2ccc3c(c2)OCO3)C(c2ccc(O)c([N+](=O)[O-])c2)NC(=O)N1 (stereo unspecified)	6	0.0	-11	6	-2	-3	-8	-76	0.6
CN(C)C1(CNC(=S)Nc2ccccc2C(F)(F)F)CCCCC1	-3	0.0	-10	-1	-1	-2	0	-7	-0.4
N#C/C(=C\c1ccc(Cl)cc1)C(=O)Nc1cccnc1	-4	0.0	4	-1	0	-1	-2	3	-0.8
CCn1cc(C(=O)O)c(=O)c2cc(F)c(N3CCN(C(=S)NC(=O)c4cccc(F)c4)CC3)cc21	-1	0.1	-1	0	1	-1	0	-5	1.4
O=C(Nc1cccc(OC(=O)c2cccnc2)c1)c1cccnc1	2	-0.1	-4	-10	0	-10	0	-30	1.8
COc1ccc(C(=O)COC(=O)c2cc(=O)[nH]c3ccccc23)c(OC)c1	3	0.1	7	4	-3	3	2	-17	0.7
O=C(/C=C/c1c(Cl)cccc1Cl)NCc1ccco1	-3	0.2	-7	-2	2	-6	3	-1	2.8
COC(=O)C1CCN(C(=O)COc2ccc(S(=O)(=O)N3CCOCC3)cc2Cl)CC1	5	-0.2	3	x	x	x	x	7	x
CCOC(=O)N1CCC(=NNc2ccnc3cc(Cl)ccc23)CC1	-6	-0.2	-32	3	1	-3	4	0	0.5
COc1ccc(-c2cc([C@H]3[C@@H]4C=CCC[C@@]4(C)C(=O)N3Cc3ccccc3)ccc2F)cc1	2	x	-6	3	4	21	1	0	2.0
CC(=O)CN1Cc2ccccc2/C1=N\C(=O)Nc1ccccc1	-3	0.1	14	1	-2	4	-1	3	0.9
Cc1ccc(NC(=O)CN2C(=O)N/C(=C/c3ccc4c(c3)OCCO4)C2=O)cc1	-3	0.7	8	-2	-1	5	2	-12	1.9
Cc1ccc(N=C2C(=O)Nc3ccccc32)c(C)c1	6	0.0	7	-2	-1	0	-1	3	1.9
CC(NC(=S)NCc1ccccc1)C12CC3CC(CC(C3)C1)C2 (stereo unspecified)	-2	-0.1	0	0	-2	7	0	1	-0.1
COc1ccc(N2C(=O)C3CCCN3C2c2ccccc2Cl)cc1 (stereo unspecified)	10	0.5	-2	-1	-1	0	-3	-3	3.5
CN(C)S(=O)(=O)c1ccc(Cl)c(NC(=O)CN2C(=O)NC(C)(C3CC3)C2=O)c1 (stereo unspecified)	2	0.0	8	2	0	-2	-1	-7	-0.8
O=C(Nc1cccc(-n2cnnn2)c1)c1cc2ccccc2o1	-1	-0.3	3	2	6	5	-1	19	-0.8
CCCc1nc2ccccc2c(NC(=O)CN(CC)CC)c1CC	0	0.1	2	2	0	-3	2	-11	-3.2
CCCN(CCC)CCNC(=O)CS(=O)Cc1nc(-c2ccc(C)cc2)oc1C (stereo unspecified)	-6	0.0	-3	0	-2	1	1	31	-0.3
O=C(CCN1C(=O)c2ccncc2C1=O)Nc1cc(F)ccc1F	-5	-0.1	2	0	-1	-1	-2	5	-0.4
CC(CCc1ccco1)NC(=O)c1cccc2c1C(=O)N(C1CCCCC1)C2 (stereo unspecified)	3	0.1	6	3	-3	21	2	-13	4.0
COc1ccc(OC)c(S(=O)(=O)Nc2c(C)n(C)n(-c3ccccc3)c2=O)c1	-2	0.4	4	1	-1	-3	1	2	1.7
CC1(C)Cc2c(c(N3CCOCC3)nc3sc4c(NCc5ccccc5)nnnc4c23)CS1	3	0.2	-5	-2	-2	6	0	8	-0.8
O=C(NCc1cccnc1)NC(=O)c1ccc(Cl)cc1	3	0.0	4	0	-6	7	-2	-15	-0.2
O=C(CCC(=O)NC1CCCCC1)NCc1ccc(F)cc1	2	-0.1	0	-3	-1	3	-1	4	0.3
C/C=N/NC(=O)CCCC(=O)N/N=C/C	-6	0.0	-7	-2	-9	-17	1	-3	7.0
CCOC(=O)Cc1csc(NC(=O)CSc2ccc(Br)cc2)n1	-3	0.4	1	-4	-2	-3	0	0	2.3
O=C(Nc1cccc2ccccc12)c1ccc([N+](=O)[O-])cc1	-2	0.5	-10	-4	4	-3	1	-1	7.5
Cn1c(SCC(=O)N2CCCCCC2)nnc1-c1ccco1	-1	-0.2	7	-1	0	-2	0	3	-0.4
O=C(Cn1c(NCCCO)nc2ccccc21)c1ccc(Cl)cc1	-4	0.1	-4	-4	-1	-15	1	12	0.6
COc1ccc(CCNCC(C)c2ccccc2)cc1 (stereo unspecified)	3	0.2	-12	1	0	-4	-1	4	1.9
Cn1c(=O)[nH]c(=O)c2c1nc(CN1CCOCC1)n2Cc1ccccc1	-4	0.0	8	4	-4	2	0	-2	-2.4
COc1ccc(CNC(=O)CN(C(=O)Cn2nnc(-c3ccccc3F)n2)c2ccc(C)cc2)cc1	8	-0.2	1	2	2	17	-4	32	2.0
Cc1cc(SC(C)C(=O)O)nc2ccccc12 (stereo unspecified)	4	0.0	-1	1	-2	-2	4	-25	1.6
CCCCNC(=O)C1CC(c2c(Cl)cccc2Cl)=NO1 (stereo unspecified)	-2	0.0	-9	-1	2	8	0	-10	-2.2
CCOC(=O)C1CCCN(C(=O)CCn2nc(-c3ccccc3)ccc2=O)C1 (stereo unspecified)	7	0.0	-14	3	0	0	-3	-4	2.5
Cc1[nH]c(=S)c(C#N)c(C)c1Cc1ccc(Cl)cc1Cl	3	0.0	4	0	-2	28	-1	-3	-2.6
N#Cc1cnn2c3c(cnc12)C(=O)N1CCc2ccccc2C1C3 (stereo unspecified)	2	0.1	-7	-2	-4	2	-1	-7	-3.3

Of the compounds above, 4 contain a nitro group on carbon:
SMILES	procasp3 activ	Efflux pump mplx	procasp7 counter	Fh CTSL1 inh	PP1 counter	HCV core dimer	TPT1 inhibitor	GASC-1 inh	PP5 primary
CC(C)(C)n1nc2c(c1NC(=O)c1ccc(Cl)c([N+](=O)[O-])c1)CS(=O)(=O)C2	6	0.1	9	0	0	-6	1	4	1.6
CN(C)C(CNC(=O)c1ccc([N+](=O)[O-])cc1Cl)c1ccco1 (stereo unspecified)	11	0.0	-1	19*	1	4	0	-22	1.2
CC1=C(C(=O)OCc2ccc3c(c2)OCO3)C(c2ccc(O)c([N+](=O)[O-])c2)NC(=O)N1 (stereo unspecified)	6	0.0	-11	6	-2	-3	-8	-76	0.6
O=C(Nc1cccc2ccccc12)c1ccc([N+](=O)[O-])cc1	-2	0.5	-10	-4	4	-3	1	-1	7.5

Other structures follow:
SMILES	procasp3 activ	Efflux pump mplx	procasp7 counter	Fh CTSL1 inh	PP1 counter	HCV core dimer	TPT1 inhibitor	GASC-1 inh	PP5 primary
Fc1ccccc1N1CCN(CC2CCCCC2)CC1	1	-0.1	-13	-3	-3	11	0	-27	-0.6
COc1cccc(CNC(=O)CCC2CCCN(Cc3cc4ccccc4o3)C2)c1 (stereo unspecified)	-4	-0.1	3	-3	-3	-2	-1	-6	-0.1
Cc1ccc(C(=O)NC2CCCc3c2cnn3-c2ccc(F)cc2F)cn1 (stereo unspecified)	1	0.0	8	7	-15	0	-1	-4	-1.0
COCCN(CC(=O)Nc1cccc(C)c1C)C(=O)Cn1c(=O)cnc2ccccc21	2	-0.1	6	x	-2	x	x	x	0.4
CC(C(=O)N(C)C1CCS(=O)(=O)C1)N1C(=O)/C(=C/c2ccco2)SC1=S (stereo unspecified)	-8	-0.4	-12	4	1	6	-33	-4	-2.2
C/C(=N\NC(=O)c1csc2ccccc12)c1ccc(O)cc1	0	-0.3	-2	13	0	-2	-2	15	4.2
COc1ccc(CN2C(=O)c3ccccc3C2C(=O)NC2CCC(C)CC2)c(OC)c1 (stereo unspecified)	5	-0.1	-4	-2	-2	2	0	3	1.1
